# OXTR ag: human OXTR agonism. P30559. CHO-OTR cells, Fluo-8 calcium fluorescence; normalized: DMSO 0%, oxytocin 100%. activation, % at 3 µM. 0.32% of 320,000 active. AID 2435;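 active = activation above the mean of all tested compounds plus 3 SD, cutoff set per screening run, cut at about 20% in these data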;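 also: peak over basal fluorescence ratio from a 100 s FLIPR kinetic read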
# Target sequence (P30559 whole entry, looked up): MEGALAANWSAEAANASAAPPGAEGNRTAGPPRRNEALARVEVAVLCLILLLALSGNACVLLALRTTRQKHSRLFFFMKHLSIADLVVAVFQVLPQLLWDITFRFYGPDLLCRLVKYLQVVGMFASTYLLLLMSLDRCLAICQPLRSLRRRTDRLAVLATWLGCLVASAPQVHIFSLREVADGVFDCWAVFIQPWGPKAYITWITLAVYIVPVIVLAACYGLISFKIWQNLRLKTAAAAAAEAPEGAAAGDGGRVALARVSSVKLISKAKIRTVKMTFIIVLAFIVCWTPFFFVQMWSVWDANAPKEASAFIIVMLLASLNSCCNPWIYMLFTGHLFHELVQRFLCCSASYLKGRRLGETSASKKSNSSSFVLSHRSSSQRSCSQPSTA
# OXTR potentiator: human OXTR potentiation | P30559 | activation, % at 3 µM | 0.061% of 320,000 active | CHO-OTR cells, Fluo-8 calcium fluorescence, potentiator mode; 0% = oxytocin EC15, 100% = EC100;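 active = activation above that plate's cutoff, the mean activation of tested compounds plus 3 SD, cut at about 6.6% in these data, passing the limit was not always enough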;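 also: 100% uses oxytocin at 75 nM as the full agonist control; some results filed as inactive read as strong as hits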
#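 Measured by – Fluo-8 calcium dye fluorescence · Test system – human OTR in CHO cells · Dosing – one concentration, 3.0 µM compound · Controls – EC15 oxytocin alone as 0%, 75 nM oxytocin as 100% · Evaluation – normalized max/min fluorescence ratio, % activation · Timing – 6 min pre-incubation, 100 s read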
# TAAR1 antag: human TAAR1 antagonism; Q96RJ0; CHO RD-HGA16 TAAR1, Fluo-8 calcium fluorescence, antagonist; inhibition, % at 3 µM; 1.5% of 360,000 active; AID 624466;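 active = inhibition above a per-plate cutoff, the mean inhibition of test compounds on that plate plus 3 SD, cut at about 49% in these data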;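 also: 0% = DMSO plus EC80 beta-PEA response and 100% = DMSO alone without agonist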
#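 Material: CHO RD-HGA16 cells bearing hTAAR1; compound dosing: one-point dosing, 3 µM nominal final; schedule: dye loading 75 min at 37 °C, then 30 min room temperature; measured by: calcium fluorescence with Fluo-8; control set: vehicle and agonist controls; replication: n of 1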
# TAAR1 agonist: human TAAR1 agonism. CHO RD-HGA16 TAAR1, Fluo-8 calcium fluorescence; vehicle wells 0%, saturating PEA agonist 100%. 0.99% of 360,000 active. AID 624467. activation, % at 3 µM. Q96RJ0;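 active = activation above the mean activation of all test compounds in the run plus 3 SD, cut at about 38% in these data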
#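 System: CHO RD-HGA16 cells carrying human TAAR1 plus Gα16; Incubation: 17-24 h seeding, 75 min 37 °C dye, 30 min RT; Measured by: Fluo-8 fluorescence, 5 s baseline then 140 s kinetic read; Control set: DMSO and PEA EC100; Replication: single well for each compound.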
# CHRM1 agonist: activates human CHRM1 receptor; P11229; CHO-K1 hM1, Fluo-8 calcium fluorescence, agonist mode; 0% DMSO, 100% acetylcholine EC100; activation, % at 3 µM; 0.33% of 360,000 active; AID 588814;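 active = activation above the run's mean compound activation plus 3 SD, cut at about 16% in these data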;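 also: peak over basal fluorescence ratio within a 140 s kinetic read after compound addition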
# Target sequence (P11229 whole entry, looked up): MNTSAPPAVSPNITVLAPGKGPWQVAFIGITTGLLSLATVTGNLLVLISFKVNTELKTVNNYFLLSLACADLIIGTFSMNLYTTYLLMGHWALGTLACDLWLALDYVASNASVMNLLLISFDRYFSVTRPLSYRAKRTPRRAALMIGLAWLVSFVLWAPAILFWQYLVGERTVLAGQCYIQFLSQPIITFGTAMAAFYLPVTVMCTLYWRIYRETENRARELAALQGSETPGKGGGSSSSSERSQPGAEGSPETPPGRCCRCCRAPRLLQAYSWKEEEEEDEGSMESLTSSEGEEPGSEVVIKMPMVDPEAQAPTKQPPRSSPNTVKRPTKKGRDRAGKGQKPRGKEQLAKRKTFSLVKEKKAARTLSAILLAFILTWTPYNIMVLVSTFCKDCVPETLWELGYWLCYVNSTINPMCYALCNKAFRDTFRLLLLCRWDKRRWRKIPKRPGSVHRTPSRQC
# V1R ag counter: V1a receptor agonism, counter-screen for OXTR agonists. activation, % at 3 µM. AID 2797. P37288. CHO-V1R cells, Fluo-8 calcium fluorescence, agonist mode; 0% DMSO, 100% 3 nM vasopressin. 0.25% of 320,000 active;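 active = activation above the mean activation of all tested compounds plus 3 SD, per screening run, cut at about 20% in these data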;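 also: signal is peak over basal fluorescence ratio across a 100 second FLIPR read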
# CHO parental Ca: counter-screen for OX1R antagonists: effect in parental CHO cells | 0.63% of 330,000 active | parental CHO-K1, ATP-induced calcium, Fluo-8 fluorescence | inhibition, % at 5.6 µM;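 active = inhibition above that plate's mean sample inhibition plus 3 SD, cut at about 26% in these data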;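 also: 0% = ATP-challenged DMSO wells and 100% = DMSO wells without ATP; some compounds past the cut are filed as inactive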
#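 Material – parental CHO cells · Reagent – ATP stimulus · Compound – single nominal dose of 5.6 µM per compound · Detection – Fluo-8 fluorescence · Read-out basis – percent inhibition of calcium signal · Controls – ATP-challenged DMSO wells low, unchallenged DMSO wells high · Repeats – no replicates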
# M1 PAM: human CHRM1 positive allosteric modulation. CHO-K1 hM1, Fluo-8 calcium fluorescence, ACh EC20; 0% = ACh EC20, 100% = maximal ACh. activation, % at 3 µM. 0.088% of 360,000 active. AID 588819; in the data active = activation above about 19%, passing the limit was not always enough
# M1 antag: human CHRM1 antagonism | P11229 | CHO-K1 hM1, Fluo-8 calcium fluorescence, ACh EC80 antagonist | inhibition, % at 3 µM | 1.3% of 360,000 active | AID 588852;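 active = percent inhibition above its own plate's cutoff, namely the mean of that plate's compound wells plus 3 SD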;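 also: peak over basal fluorescence ratio during 140 s after agonist addition; 0% = ACh EC80 plus DMSO and 100% = DMSO alone without agonist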
# An asterisk follows results filed as active; · = no result given. No enrichment for hits (roughly 3.7% active in at least one column).
Molecule,OXTR ag,OXTR potentiator,TAAR1 antag,TAAR1 agonist,CHRM1 agonist,V1R ag counter,CHO parental Ca,M1 PAM,M1 antag
O=C(NC(=S)NCc1ccccc1)c1ccccc1[N+](=O)[O-],4.5,-10.0,-2.2,10.3,-5.7,3.7,-7.8,1.6,-3.3
O=C(NCc1ccccc1)Nc1cccn(Cc2cccc(F)c2)c1=O,-1.4,-2.2,-14.8,-0.4,-7.7,0.4,-15.1,-1.3,-5.6
Cc1cccn2c(=O)c3cc(C(=O)NCc4cccnc4)c(=N)n(CC4CCCO4)c3nc12 (configuration not stated),-0.2,-5.5,-8.4,-1.6,-11.0,0.1,-2.9,6.8,-12.8
COc1cc2[nH]c(C(=O)N3CCN(c4ccccc4F)CC3)cc2c(OC)c1OC,-0.7,-9.2,-14.4,-1.4,-4.5,1.5,-26.9,18.4,-20.8
C=C(C)c1cccc(C(C)(C)NC(=O)N(C)C2CCN(C)CC2)c1,·,·,-4.3,2.8,-12.8,·,·,8.9,-9.7
CCN(CC)CCn1c2ccccc2c(=O)c2c(O)ccc(O)c21,·,·,-4.5,-1.5,-6.5,·,·,-3.4,0.0
Cc1ccc(/C=N/OC(=O)c2c(C)noc2-c2snnc2C)cc1,-1.3,0.2,-14.1,0.7,-1.8,0.9,-8.4,1.9,-6.1
CN1CCN(c2ccccc2NC(=O)c2ccc(-c3cccc(Cl)c3)o2)CC1,-0.8,-0.7,15.2,-0.7,-4.6,-1.4,-32.4,5.2,-9.7
CCN1CCN(CCNC(=O)c2ccc(/C=C3/Sc4ccccc4N(Cc4ccccc4C)C3=O)cc2)CC1,·,·,32.4,59.8*,3.5,·,·,-16.4,21.3
CNC(=O)CSc1nnc(-c2ccncc2)n1Cc1ccccc1,0.0,6.8,-5.5,11.5,-2.8,-0.4,6.4,-7.5,8.1
CCOC(=O)N1CCN(C(=O)c2c(O)c3cccc4c3n(c2=O)CC4)CC1,2.1,-0.7,11.1,-2.9,0.9,-0.6,-8.7,8.3,-14.8
CCOc1ccc2nc(SCC3CC3(Cl)Cl)[nH]c2c1 (configuration not stated),-3.2,-13.9,-6.3,6.4,-2.7,-0.8,-16.8,3.4,-4.0
CC(=O)N1CCc2cc3nc(C)cc(C)c3cc21,-0.5,1.3,3.3,10.6,-3.5,0.5,-7.9,-3.0,8.7
CC(NC(=O)c1cc(Br)cs1)C1CCCO1 (configuration not stated),0.4,-4.2,-7.3,3.4,-2.4,0.8,0.6,5.8,-11.9
Cc1ccc(S(=O)(=O)NCC(=O)N2CCCC2)cc1,0.3,-3.7,1.3,15.1,-0.2,0.9,-4.4,4.5,-7.6
O=C(Cc1ccccc1)Nc1cccc(C(=O)O)c1O,-0.2,-7.2,5.3,4.4,1.4,1.2,-7.3,15.1,-10.4
CC1CCc2c(nc3ncnn3c2Nc2ccc(OC(F)(F)F)cc2)C1 (configuration not stated),-2.2,-8.0,-8.2,4.9,-2.3,-1.2,-12.9,7.0,-28.8
COc1ccccc1CN1CCN(Cc2nc(Cc3ccccc3)no2)CC1,-0.7,-0.7,3.7,4.5,-13.7,1.1,-26.5,-6.9,-2.8
CCn1c(=O)c(C(=O)CN2CCc3ccccc32)c(N)n(Cc2ccccc2)c1=O,-1.6,-5.0,-11.5,2.0,-6.0,-0.5,-7.2,7.2,-2.8
O=C(Nc1ccc(Cl)cc1F)c1ccccc1Br,-3.3,2.1,-15.2,6.1,-5.9,-1.1,-15.6,1.9,-0.8
CC(=O)NC(CC(=O)OCC(=O)c1ccc(NC(=O)CC(C)C)cc1)c1ccccc1 (configuration not stated),0.7,-4.2,1.1,7.5,-2.4,0.2,-2.9,1.9,-0.8
CCN(CC)c1ccc(C(=S)NCc2ccccc2)cc1,-2.1,-8.2,-31.5,-0.7,-5.4,-0.1,3.0,6.6,-8.4
Cc1nc2cc(C(=O)OCC(=O)NC(C)C(C)C)ccc2n1-c1ccccc1 (configuration not stated),2.2,1.1,-27.5,2.7,-1.8,1.7,-17.9,0.1,0.5
CSCCC(=O)N(C)CC1CCN(CCc2cccc(C(F)(F)F)c2)CC1,-0.3,3.5,-10.9,-0.6,-8.2,1.0,-15.7,-13.3,13.5
Cc1cc(F)c(F)c(C(=O)N2CCCCC2C)c1Cl (configuration not stated),-1.8,-9.1,-26.8,-0.2,-3.9,-0.6,-4.4,4.8,0.9
Cc1nc(NC(=O)c2ccccc2)sc1-c1csc(NCc2ccccc2)n1,-0.8,-5.6,8.2,0.2,3.4,-1.3,-14.5,6.5,-4.8
CCOC(=O)N1CCN(C(=O)C(CC)c2ccccc2)CC1 (configuration not stated),-0.3,4.5,-11.4,0.8,-7.0,-0.3,-8.8,10.2,-15.7
O=C(COc1ccc(Cl)cc1)NCC(=O)N/N=C/c1cccs1,-0.8,-3.8,14.4,15.6,0.4,2.2,-13.9,12.0,-12.0
Cc1cc(C)c(C(=O)N2CCCC(C(=O)c3cc(F)ccc3F)C2)o1 (configuration not stated),-2.0,1.2,7.9,1.1,-11.1,-0.1,-17.9,9.6,-3.3
COc1ccccc1[C@@H]1C(c2cccc(C)c2)=NN(c2ccccc2)[C@H]1C(=O)N1CCOC1=O,1.6,-2.9,3.9,2.4,-4.2,1.0,-19.2,1.7,-2.0

# Profiles, looked up by structure. Values in the order: OXTR ag	OXTR potentiator	TAAR1 antag	TAAR1 agonist	CHRM1 agonist	V1R ag counter	CHO parental Ca	M1 PAM	M1 antag
# `O=C(NC(=S)NCc1ccccc1)c1ccccc1[N+](=O)[O-]` reads 4.5	-10.0	-2.2	10.3	-5.7	3.7	-7.8	1.6	-3.3
# `O=C(COc1ccc(Cl)cc1)NCC(=O)N/N=C/c1cccs1` reads -0.8	-3.8	14.4	15.6	0.4	2.2	-13.9	12.0	-12.0

# New compounds follow.
Molecule,OXTR ag,OXTR potentiator,TAAR1 antag,TAAR1 agonist,CHRM1 agonist,V1R ag counter,CHO parental Ca,M1 PAM,M1 antag
CCOC(=O)c1sc(NC(=O)c2ccco2)nc1C,0.0,-4.6,-7.8,9.0,-0.7,0.5,-11.4,4.7,-5.6
COC(=O)C1=C(CS(=O)(=O)c2ccc(OC)c(OC)c2)NC(=O)NC1c1ccc(O)c(OC)c1 (configuration not stated),0.6,-1.4,-9.0,0.8,-1.6,-0.2,-9.8,0.9,-5.1
CCN(CC)CCn1c(/N=C/c2cc(Br)ccc2O)nc2ccccc21,0.1,-1.7,6.5,4.5,-7.7,1.1,4.3,-3.1,7.4
Cc1cccc(C(=O)NNC(=S)NC(=O)c2cccs2)c1,64.9*,-18.7,60.0*,142.3*,84.2*,63.1*,33.5*,-20.3,18.2
C/C=C(\C)C(=O)OC1c2c(ccc3ccc(=O)oc23)OC(C)(C)C1OC(C)=O (configuration not stated),1.2,-16.1,62.2*,50.8*,3.4,0.9,3.0,-5.0,-4.4
COc1ccc(S(=O)(=O)c2ccc(OC)c(OC)c2)cc1OC,0.4,-4.6,2.4,0.3,-1.0,1.0,-19.1,0.9,3.3
Cc1ccc(Nc2nc(N)nc(CSc3ncccn3)n2)cc1,-2.0,-13.1,2.1,3.1,1.6,-0.9,-11.5,6.4,-5.3
CC(=O)C1=NN(c2ccccc2)C2(S1)S/C(=C\c1ccccc1)C(=O)N2c1ccccc1 (configuration not stated),0.6,-0.7,-6.7,2.7,-2.1,0.9,-20.2,7.8,-13.2
CN(C)S(=O)(=O)c1cccc(NC(=O)CSc2nc3c(cc2C#N)C(=O)CC(C)(C)C3)c1,-2.4,-2.9,5.2,3.6,-7.2,-1.0,-32.1,-22.2,16.1
CCOc1ccc(N(CC(=O)NCCSc2ccccn2)S(=O)(=O)c2ccc(Cl)cc2)cc1,-0.8,0.7,3.1,6.0,-5.7,0.5,-36.2,-0.7,-3.5
N#C/C(=C1/CCCCCN1)c1nc2ccccc2[nH]1,-1.9,-19.7,4.0,5.2,-6.0,0.5,-17.3,-7.6,6.5
CCN(Cc1ccccc1)C(=O)c1cc(S(=O)(=O)N2CCOCC2)ccc1N1CCCC1,-1.7,-1.6,-7.8,0.3,-4.6,-1.4,-13.9,6.7,-0.9
Cc1cc(SCc2ccc(Cl)c(Cl)c2)nc(=O)[nH]1,-0.3,0.3,-8.7,2.4,-2.4,0.3,-16.2,1.8,0.7
CC1=C(/C=N/Nc2ccc([N+](=O)[O-])cc2[N+](=O)[O-])C(C)(C)CCC1,-0.3,-2.3,-31.9,23.6,0.7,-1.0,-12.1,6.6,-3.8
CC1CCN(S(=O)(=O)c2ccc3c(c2)CCN3C(=O)C2CCC2)CC1,-0.6,-8.6,-34.1,2.9,-3.0,0.0,-12.3,4.3,-11.2
CCCCCCC(O)(c1ccccc1)C(CN1CCOCC1)c1ccccc1 (configuration not stated),·,·,5.6,5.0,-4.3,·,·,-2.0,-1.8
Cc1nnc(SCc2nnc(-c3cccs3)o2)s1,1.9,-2.4,-23.3,1.0,-6.7,0.7,-4.3,-4.6,14.3
C=CCN(CC=C)C(=O)C1CC(=O)N(c2ccc(Br)cc2)C1 (configuration not stated),2.5,-2.1,-11.1,-1.7,-4.3,0.7,-20.7,3.1,-11.0
NC(=O)C1CC(=O)N(c2ccc(OCc3ccc(Cl)cc3)cc2)C1 (configuration not stated),6.8,-12.9,5.3,12.6,-2.4,8.6,1.4,-3.6,2.9
COc1ccccc1C(CNC(=O)c1oc2ccccc2c1C)N1CCCC1 (configuration not stated),-0.1,-4.7,11.4,1.6,-8.9,-0.2,-13.0,-11.6,17.4
CCC(c1nnnn1Cc1ccco1)N(Cc1ccccc1OC)Cc1cc2cc(C)ccc2[nH]c1=O (configuration not stated),-1.8,-7.7,4.4,14.4,-4.9,0.1,-15.7,-2.6,-4.2
Cc1cc(=O)n(C)c(=O)n1CCCCCCN1CCCC1,0.8,-8.3,8.8,11.5,-8.6,0.0,-4.8,6.8,-6.2
COc1cccc(C2=NOC(C(=O)NC(C)C)C2)c1 (configuration not stated),0.4,-10.2,3.0,4.6,-4.5,1.0,-7.2,2.4,-6.8
COc1ccc(S(=O)(=O)Nc2ccc(S(=O)(=O)N3CCCCC3)cc2)cc1C,-1.4,-9.3,-2.4,2.9,-5.5,-1.1,-21.9,9.0,-5.2
Clc1ccc(Nc2ccc(NCc3ccccc3)nn2)cc1,-2.2,-4.1,38.7,37.4,-7.8,6.1,-23.2,-10.0,1.8

# Source: PubChem BioAssay
